PTHR1 ag = activates the human parathyroid hormone receptor PTHR1. HEK293 GP2 PTHR1 cells, GloSensor cAMP luminescence, 1 h. Potency, µM (series often up to 115 µM), for inactives: top-dose activation, actives largely listed as activators. 410,000 compounds, 0.075% hits. AID 743266; further: potency means the concentration at half of the fitted maximal effect; nearly all actives have a fitted effect of over 55% in size; some results filed as inactive show a strong effect at the top dose; inactives centre near -15; many of its hits are not listed in these tables
Target sequence (Q03431 whole entry, looked up): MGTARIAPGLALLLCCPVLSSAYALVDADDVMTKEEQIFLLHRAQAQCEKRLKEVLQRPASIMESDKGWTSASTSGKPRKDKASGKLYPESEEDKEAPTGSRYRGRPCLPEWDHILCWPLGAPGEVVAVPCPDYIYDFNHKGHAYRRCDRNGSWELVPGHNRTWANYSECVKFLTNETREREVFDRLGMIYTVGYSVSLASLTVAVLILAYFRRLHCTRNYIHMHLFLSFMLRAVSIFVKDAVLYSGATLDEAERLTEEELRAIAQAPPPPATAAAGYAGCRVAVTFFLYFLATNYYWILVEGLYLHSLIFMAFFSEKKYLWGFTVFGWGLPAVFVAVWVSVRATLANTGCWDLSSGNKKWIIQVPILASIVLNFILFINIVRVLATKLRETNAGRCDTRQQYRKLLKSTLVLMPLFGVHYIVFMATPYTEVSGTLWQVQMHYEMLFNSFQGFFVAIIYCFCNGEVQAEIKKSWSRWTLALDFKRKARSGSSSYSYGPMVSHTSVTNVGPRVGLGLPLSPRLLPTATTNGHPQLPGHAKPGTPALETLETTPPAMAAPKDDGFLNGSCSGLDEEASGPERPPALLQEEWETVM
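HEK-293-derived GP2 cells expressing PTHR1 and a GloSensor cAMP reporter, 3,000/well, plated overnight, given luciferin plus IBMX (each 0.5 mM as added) for 1 h at 37 °C, then compound for 1 h at 37 °C. Luminescence was read after 15 min at room temperature.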
CCT modulator = cytosolic chaperonin activity modulation; AID 651819; 360,000 compounds, 0.3% hits; activity change, % (no concentration beside the values), hits read low; purified chaperonin ATPase assay, HTRF ADP detection, 30 min; in the data active means activity change below about -30%; further: on the % scale 0 is the no-effect control and ±100 the full control effect
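ATPase activity: ADP formed was measured by HTRF Transcreener (665/615 nm ratio) after 30 min at 37 deg C with 10 uM ATP. Compounds screened at one 76 uM concentration against 40 or 20 nM TRiC in Tris pH 7.4/KCl/MgCl2/DTT buffer.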
EPAC2 ag = EPAC2 (human) agonism; EPAC2 activation, biochemical qHTS; response scale: 100% = 6.5 mM cAMP response; Potency, µM (top dose mostly 154 µM), without a hit: at the highest dose activation, usual class: activators; 360,000 compounds, 0.079% hits; AID 720711; further: potency means the concentration at half of the fitted maximal effect; nearly all actives have a fitted effect of over 50% in size
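In this primary screen, activation is scored as increased exchange of BODIPY-GDP from Rap1B by 100 nM EPAC2, with 50 uM GDP as competitor. Signal is normalized to the 6.5 mM cAMP agonist control.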
MmCpn inh = M. maripaludis TRiC chaperonin inhibition. purified Mm-Cpn ATPase, ADP Transcreener TR-FRET. Potency, µM (top dose mostly 76.9 µM), for the others: at the top dose activity, negative = inhibition, usual class: inhibitors. 330,000 compounds, 0.031% hits. AID 504842; further: potency means the concentration at half of the fitted maximal effect; on the % scale 0 is the no-effect control and ±100 the full control effect; nearly all actives have a fitted effect of over 80% in size
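ATPase read-out: TR-FRET ADP immunoassay (anti-ADP Eu cryptate vs ADP-d2), ex 320 nm, em 590/665 nm; signal drops as ADP forms. Enzyme 25 nM, ATP 10 uM, 30 min at 37°C after 10 min compound preincubation.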
Akt phos inh = Akt phosphorylation inhibition. Neuro2A IGF-stimulated pAkt S473 HTRF, 20 min; active compounds read low. AID 651550. activity change, % for hits at 50 µM. 360,000 compounds, 0.32% hits; in the data active means activity change below about -80%; inconclusive means mostly about -51% to -80%; further: on the % scale 0 is the no-effect control and ±100 the full control effect
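Neuro2A cells (4,500/well, DMEM with 0.5% FBS) were treated with compound at a single 50 µM final concentration, stimulated with 6 nM IGF for 20 min at 37 °C, and lysed. Phospho-Akt Ser473 was read by HTRF as 665/615 ratio ×10^4.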
EPAC2 antag = blocks human EPAC2 exchange factor | Q8WZA2 | EPAC2 GEF exchange of Rap1B-BODIPY-GDP, fluorescence | Potency, µM (doses to about 114 µM), without a hit: at the top dose activity, negative = inhibition, usual class: inhibitors | 360,000 compounds, 0.18% hits | AID 720708; further: potency means the concentration at half of the fitted maximal effect; on the % scale 0 is the no-effect control and ±100 the full control effect; nearly all actives have a fitted effect of over 45% in size; many of its hits are not listed in these tables
D3 ag = D3 dopamine receptor (human) agonism | P35462 | D3R DiscoveRx beta-arrestin cells, luminescence, 90 min | max activation, % | 410,000 compounds, 0.58% hits | AID 652048; in the data active means max activation above about 30%; further: 0% is about no effect; mostly tested at two doses, the higher about 12 µM
Target sequence (P35462 whole entry, looked up): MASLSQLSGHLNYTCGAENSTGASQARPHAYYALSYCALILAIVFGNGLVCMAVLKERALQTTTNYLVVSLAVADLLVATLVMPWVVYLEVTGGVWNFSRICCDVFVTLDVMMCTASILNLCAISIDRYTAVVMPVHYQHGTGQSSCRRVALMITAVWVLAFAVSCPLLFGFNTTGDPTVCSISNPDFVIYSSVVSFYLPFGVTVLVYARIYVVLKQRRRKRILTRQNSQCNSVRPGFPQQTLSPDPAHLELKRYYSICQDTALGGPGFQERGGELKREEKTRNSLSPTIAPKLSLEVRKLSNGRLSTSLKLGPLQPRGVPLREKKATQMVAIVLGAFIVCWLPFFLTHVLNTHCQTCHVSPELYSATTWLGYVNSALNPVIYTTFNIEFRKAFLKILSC
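Cells at 1500/well, incubated overnight, then treated with pinned compounds (dopamine as control) for 90 min at 37 degrees C. DiscoveRx reagent added for 30 - 60 minutes at room temperature; luminescence read.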
DRD3 antagonist = antagonists of human D3 dopamine receptor. P35462. 360,000 compounds, 2.5% hits. max response, negative = inhibition, %. AID 652054. D3R cells, DiscoveRx beta-arrestin luminescence, antagonist mode; active compounds read low; in the data active means max response below about -50%; inconclusive means no clear call, values can overlap the other calls; further: on the % scale 0 is the no-effect control and ±100 the full control effect; mostly tested at two doses, the higher about 12 µM
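Cells plated overnight at 1500 cells/well, then exposed to library compounds with dopamine controls for 90 minutes at 37 degrees C. DiscoveRx reagent added for 30–60 minutes at room temperature; luminescence read, quantitative HTS format.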
An asterisk follows results filed as active; i = inactive; ? = inconclusive; / = not tested or not shown; [ ] = another dose, or the depositor's remark. Unless noted, the call rests on the fitted dose curve; in most records, active means well fitted curve in the direction sought with a large enough effect; inconclusive means small, poorly fitted or top-dose-only effect, or another doubt; inactive means no such curve, though single readings can be large; an effect the other way counts as inactive or inconclusive. Not all compounds are listed; the hit share may differ from the screen's.

no.	canonical_smiles	PTHR1 ag	CCT modulator	EPAC2 ag	MmCpn inh	Akt phos inh	EPAC2 antag	D3 ag	DRD3 antagonist
1	Clc1ccc2c(NCCNC3CCCCC3)ccnc2c1	-40%[inhibitor]	-1.6	8%	/	i	1%	-20	-98*
2	COc1cc(CC(NC(C)=O)C(=O)NC2CCN(S(=O)(=O)c3ccc(NC(C)=O)cc3)CC2)cc(OC)c1 (centres undefined)	-26%	-3.4	9%	-2%	i	7%	-3	-17
3	Cc1ccc(S(=O)(=O)N(OCc2ccccc2)C(C)C(=O)O)cc1 (centres undefined)	-11%	-4.3	-13%	/	i	-5%	16	11
4	CCc1noc(C)c1C(=O)NNC(=O)c1ccccc1	-93%[inhibitor]	-2.0	9%	-1%	i	-8%	-12	0
5	CN1/C(=C\C(=O)COC(=O)Cn2nnc(-c3ccccc3)n2)C(C)(C)c2ccccc21	-22%[57.5 µM]	-1.1	11%	-13%	i	-2%	8	4
6	O=C(NN=C1CCC(=NNC(=O)c2cccnc2)CC1)c1cccnc1	-17%	1.2	3%	2%	i	0%	-2	-8
7	CCS(=O)(=O)N1CCN(Cc2c[nH]c3ccccc23)CC1	-7%	-8.3	11%	5%	i	0%	-5	-17
8	Cc1ccc(NC(=O)CSc2cn[nH]n2)cc1	-18%	2.0	7%	1%	i	9%	-6	8
9	CCOC(=O)Cc1nnc(NC(=O)C(CC)Sc2nnc3c4ccccc4n(C)c3n2)s1 (centres undefined)	-11%[57.5 µM]	-7.5	8%	-1%	i	-4%	-4	-11
10	CC(=O)N1CCN(CC(O)Cn2c3ccccc3c3ccccc32)CC1 (centres undefined)	i	-0.1	2%	1%	i	-6%	0	-2
11	CCOc1ccc2c(c1)/C(=N/N1C(=O)c3ccccc3C1=O)C(=O)N2	-5%	-4.1	1%	0%	i	6%	-8	-10
12	COC(=O)CN(n1cnnc1)S(=O)(=O)c1ccc(C)cc1	i	-2.4	7%	3%	i	0%	0	-54*
13	CCN(Cc1ccncc1)C(=O)CC1C(=O)NCCN1Cc1ccc(F)c(F)c1 (centres undefined)	?	-0.3	7%	0%	i	8%	-8	-18
14	O=C(NC(=S)NNS(=O)(=O)c1ccccc1)c1cccnc1	18%	0.2	3%	1%	i	-15%	3	-4
15	CCN(CC)CCCNC(=O)CNC(=O)c1nn(-c2ccc(OC)c(OC)c2)c(=O)c2ccccc12	i	-2.2	-6%	5%	i	6%	-18	0
16	Cc1ccc(C2NC(=O)CCC2[N+](=O)[O-])cc1 (centres undefined)	i	-6.1	15%	4%	i	1%	-10	-15
17	COc1cc(C)ccc1OCc1cc(C(=O)N(Cc2nccn2C)C(C)C)no1	-12%	-0.3	0%	-1%	i	11%	-16	-4
18	CCCNC(=S)N1CCC(C(=O)c2ccc(F)cc2)CC1	-25%	-2.4	9%	0%	i	-6%	15	?
19	CN(C)CCN1CCN(C2CN(Cc3cn(Cc4cccc(Cl)c4)nn3)S(=O)(=O)C2)CC1 (centres undefined)	i	-1.3	6%	/	i	7%	-2	-21
20	COc1ccccc1NS(=O)(=O)c1ccc(C(=O)NCC(c2ccc(F)cc2)N2CCOCC2)cc1 (centres undefined)	-15%	2.8	10%	-11%	i	-4%	0	4
21	Cc1ccc2c(c1)c1c(n2CC(O)CN2CCC(C)CC2)CCCC1 (centres undefined)	?	0.7	-1%	3%	i	2%	-19	?
22	CCc1sc(NC(=O)c2cc3ccccc3oc2=O)nc1-c1cccs1	i	-1.2	2%	0%	i	2%	-23	12
23	CSc1nc2n(n1)C(c1cccs1)C1=C(CCCC1=O)N2 (centres undefined)	-14%	-1.3	0%	-1%	i	5%	-1	3
24	O=C(Cn1c(SCc2ccccc2)nc2ccccc21)N1CCOCC1	-30%	-4.2	7%	0%	i	-4%	-5	-21
25	O=C1C(CCCNC(=S)NCc2ccccc2)NC(=S)N1Cc1ccccc1 (centres undefined)	i	-0.5	12%	2%	i	-15%	-3	0
26	Brc1ccc(Nc2ncnc3[nH]ncc23)cc1	i	0.0	11%	0%	i	0%	0	-19
27	O=C(Nc1cccc(NS(=O)(=O)c2ccc(S(=O)(=O)NC3CC3)cc2)c1)c1ccccn1	-3%	-2.0	0%	0%	i	0%	2	-12
28	O=S(=O)(c1ccc(Cl)cc1)c1nc(-c2ccco2)oc1N1CCOCC1	i	1.1	5%	-3%	i	-8%	-4	51
29	COC(=O)c1cnn2c(C(F)(F)F)cc(-c3ccco3)nc12	i	0.4	2%	-4%	i	13%	-18	15
30	O=C(Nc1ccc(-c2ccc(N3CCCCC3)nn2)cc1)c1ccco1	-21%	1.3	-1%	-9%	i	10%	-34	-3

Brought forward from above: two entries; new compounds follow.
no.	canonical_smiles	PTHR1 ag	CCT modulator	EPAC2 ag	MmCpn inh	Akt phos inh	EPAC2 antag	D3 ag	DRD3 antagonist
29	COC(=O)c1cnn2c(C(F)(F)F)cc(-c3ccco3)nc12	i	0.4	2%	-4%	i	13%	-18	15
30	O=C(Nc1ccc(-c2ccc(N3CCCCC3)nn2)cc1)c1ccco1	-21%	1.3	-1%	-9%	i	10%	-34	-3
31	CCOc1ccc(NC(=O)CN(C)C(=O)c2ccccc2-n2cnnn2)cc1OCC	i	-2.7	5%	-3%	i	7%	-1	0
32	O=C(c1ccccc1)C(Sc1ncn[nH]1)c1ccccc1 (centres undefined)	-5%[57.5 µM]	0.2	25%[15.6 µM]	-3%	/	-10%	8	0
33	CS/C(=N\S(=O)(=O)c1ccccc1)c1ccccc1	i	-0.5	2%	3%	i	-1%	-3	9
34	Cc1cccc(NC(=O)CSc2nc3[nH]ncc3c(=O)[nH]2)c1	i	0.0	0%	-2%	i	7%	0	2
35	CNc1c(NS(=O)(=O)c2ccc(Cl)cc2)c(=O)oc2ccccc12	-2%	1.8	9%	-2%	i	2%	-5	-1
36	Cc1noc(C)c1-c1nc(CS(=O)(=O)c2ccc(Cl)cc2)no1	-8%	1.9	6%	2%	i	1%	15	6
37	O=C1CN(CCN2CC(=O)N(Cc3ccccc3)C(=O)C2)CC(=O)N1Cc1ccccc1	i	0.0	9%	/	i	19%	1	0
38	Cc1ccc(CNC(=O)CN(C)C2=NS(=O)(=O)c3ccccc32)cc1	-51%[inhibitor]	-0.4	7%	1%	i	2%	9	13
39	Cc1cc(=O)oc2cc(OCC(=O)OCC(=O)Nc3ccccc3C(C)C)ccc12	1%	0.7	8%	-4%	i	0%	3	11
40	CC(=O)c1cccc(NC(=O)N2CCCC2C(=O)NCc2ccc3c(c2)OCO3)c1 (centres undefined)	i	-1.2	-6%	1%	i	1%	-4	0
41	COc1ccc(-c2nc(-c3cccnc3)no2)cc1OC	-6%	0.0	4%	?	i	4%	3	11
42	O=C(O)C1CCN(c2nc(-c3ccccc3)nc3c2oc2ccccc23)CC1	-11%[57.5 µM]	0.6	4%	1%	i	1%	14	93
43	Cc1ccc(C)c(C(=O)COC(=O)Cn2[nH]c(=O)c3ccccc3c2=O)c1	12%	-2.1	4%	-4%	i	-11%	-1	8
44	COc1cccc(Cn2c(NCC(C)C)nc3c2c(=O)n(C)c(=O)n3C)c1	i	-3.8	10%	-1%	i	-9%	-4	-19
45	O=C(CNC(=O)c1ccccc1)NCC(O)c1ccc([N+](=O)[O-])cc1 (centres undefined)	i	0.0	6%	0%	i	2%	15	13
46	O=C(COc1ccc(/C=N/NC(=O)c2cc3ccccc3o2)cc1Cl)Nc1ccccc1	-4%	-7.0	-8%	-4%	i	-4%	2	-20
47	Cc1ccc(/C=N/N2CCN(C3c4ccccc4-c4ccccc43)CC2)o1	-18%	-1.4	11%	-1%	i	-17%	0	0
48	CCN(CC)C(=O)CCSc1nnc(-c2ccco2)o1	i	-1.9	6%	2%	i	3%	-2	-21
49	COC(=O)c1nc(NC(=O)C(C)(C)C)n[nH]1	i	-2.5	11%	0%	i	0%	-2	11
50	CCCCCCn1c(Br)nc2c1c(=O)n(C)c(=O)n2C	-6%	0.1	6%	-6%	i	?	0	5
51	c1nc(NCC2CCCO2)c2[nH]cnc2n1 (centres undefined)	?	-2.1	10%	/	/	6%	-14	-8

Part of the list above with just PTHR1 ag, EPAC2 ag and Akt phos inh:
nr	smiles	PTHR1 ag	EPAC2 ag	Akt phos inh
48	CCN(CC)C(=O)CCSc1nnc(-c2ccco2)o1	i	6%	i
43	Cc1ccc(C)c(C(=O)COC(=O)Cn2[nH]c(=O)c3ccccc3c2=O)c1	12%	4%	i
39	Cc1cc(=O)oc2cc(OCC(=O)OCC(=O)Nc3ccccc3C(C)C)ccc12	1%	8%	i
44	COc1cccc(Cn2c(NCC(C)C)nc3c2c(=O)n(C)c(=O)n3C)c1	i	10%	i
51	c1nc(NCC2CCCO2)c2[nH]cnc2n1 (centres undefined)	?	10%	/
32	O=C(c1ccccc1)C(Sc1ncn[nH]1)c1ccccc1 (centres undefined)	-5%[57.5 µM]	25%[15.6 µM]	/
36	Cc1noc(C)c1-c1nc(CS(=O)(=O)c2ccc(Cl)cc2)no1	-8%	6%	i
